Assay outcomes: PubChem BioAssay, Broad Institute
esBAF inh – inhibitors of esBAF chromatin remodeling in mouse ES cells; reporter increase, % at 12.5 µM; 2% of 350,000 active; Bmi1-luciferase knock-in reporter, 24 h; 100% = twice the neutral-well signal; in the data active = activation above about 40%;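 note: 0% = median of the plate's neutral control wells and 100% = double that signal; a rise in the Bmi1 reporter signal indicates esBAF inhibition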
RAD54 branch – RAD54 (human) branch migration inhibition. Q92698. RAD54 Holliday junction branch migration, FAM/BHQ fluorescence. inhibition, % at 10.4 µM. 0.14% of 360,000 active;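 active = mean normalized replicate activity at least 40 and at least half of replicates scoring 40 or more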;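 note: 0% = median of neutral control wells and 100% = median of positive control wells; inhibitors cause a drop in the FAM fluorescence signal; in these data hits start at about 50%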
S100A4 MyoIIA – inhibitors of human S100A4 binding to myosin IIA peptide. 0.14% of 360,000 active. inhibition, % at 10.7 µM. S100A4/TAMRA-MyoIIA peptide fluorescence polarization. P26447;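 active = mean inhibition of at least 70% across replicates, with every replicate also reaching that level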
Target sequence (P26447 whole entry, looked up): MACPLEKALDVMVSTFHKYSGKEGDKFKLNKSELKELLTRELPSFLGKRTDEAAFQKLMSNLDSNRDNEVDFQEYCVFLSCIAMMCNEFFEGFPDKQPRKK
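Test system: S100A4 monomer protein; Medium: HEPES pH 7.2 with CaCl2, KCl, NaCl, DTT, Triton; Probe or stimulus: TAMRA-labelled myosin IIA heavy-chain peptide probe, 5 nM; Doses: one dose per compound; Times: polarization read 5 min after assay mix addition, stable 5–60 min; Benchmarks: neutral control DMSO, positive control TFP.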
Xi reactivation – activators of X-chromosome reactivation in mouse fibroblasts; XiGFP mouse fibroblasts, % GFP-positive cells imaging, 3 d; cells co-treated with 5-aza-dC sensitizer; scaled so ellipticine positive control = 100%; activation, % at 7.58 µM; 0.055% of 360,000 active;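 active = mean normalized replicate activation at least 10% and every replicate at or above 10%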;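 note: 0% = median of on-plate neutral control wells and 100% = ellipticine 6 µM median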
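System: XiGFP fibroblasts, SV40-immortalized. Medium: DMEM plus 5-aza-dC sensitizer. Doses: single point. Timing: 3 d treatment, 15 min room-temperature fixation. Control set: ellipticine 6 µM.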
E-sel inducer – E-selectin induction on HUVECs. P16581. HUVEC E-selectin immunofluorescence imaging; normalized: neutral wells 0, TNF-alpha wells 100. AID 686992. activation, % at 7.58 µM. 0.37% of 260,000 active;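 active = mean E-selectin-positive cell signal at least 10% of the positive control, reached in at least 60% of replicates, without over 20% cell loss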;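 note: in these data hits start at about 27%; measured in HUVEC primary endothelial cells; signal is the percent of cells scored E-selectin positive by PE staining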
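assay system = HUVEC, human umbilical vein endothelial cells | input = 3,000 HUVEC seeded per well | medium = EGM-2 growth medium on 0.1% gelatin-coated wells | dosing = one compound dose added by pin transfer | signal = immunofluorescence imaging | read-out basis = % PE-positive cells | control set = TNF-alpha, DMSO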
FN deposit inh – fibronectin deposition inhibition; AH1F fibroblasts, Alexa488-fibronectin deposition fluorescence, overnight; inhibition, % at 12.6 µM; 0.086% of 350,000 active; AID 743247;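 active = mean inhibition across replicates of 30% or more, regardless of how many single replicates reach that level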;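 note: positive control wells lacked labelled fibronectin entirely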
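Schedule: 1 h cell adhesion before compound, then overnight fibronectin incubation; test system: AH1F fibroblast monolayer depositing Alexa488-labelled fibronectin into matrix; quantity: 10000 AH1F cells per well; probe or stimulus: fluorescent fibronectin at 24 nM final; signal: fluorescence, ex 485 nm, em 525 nm; evaluation: percent inhibition as loss of matrix-bound fibronectin fluorescence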
EWS-Fli block – blocks EWS/Fli oncoprotein-driven transcription. inhibition, % at 12.6 µM. A673 NR0B1-luciferase reporter, viability-normalised. AID 651661. 0.67% of 350,000 active;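 active = mean inhibition of at least 50% after viability correction, with every replicate also passing that limit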;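 note: firefly luciferase signal divided by Alamar Blue viability fluorescence both relative to DMSO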
RAD52 anneal inh – RAD52 (human) annealing inhibition; recombinant RAD52 DNA annealing, FRET fluorescence; inhibition, % at 18.7 µM; 0.46% of 360,000 active; AID 651710;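 active = every replicate showing at least 50% inhibition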
Target sequence (P43351 whole entry, looked up): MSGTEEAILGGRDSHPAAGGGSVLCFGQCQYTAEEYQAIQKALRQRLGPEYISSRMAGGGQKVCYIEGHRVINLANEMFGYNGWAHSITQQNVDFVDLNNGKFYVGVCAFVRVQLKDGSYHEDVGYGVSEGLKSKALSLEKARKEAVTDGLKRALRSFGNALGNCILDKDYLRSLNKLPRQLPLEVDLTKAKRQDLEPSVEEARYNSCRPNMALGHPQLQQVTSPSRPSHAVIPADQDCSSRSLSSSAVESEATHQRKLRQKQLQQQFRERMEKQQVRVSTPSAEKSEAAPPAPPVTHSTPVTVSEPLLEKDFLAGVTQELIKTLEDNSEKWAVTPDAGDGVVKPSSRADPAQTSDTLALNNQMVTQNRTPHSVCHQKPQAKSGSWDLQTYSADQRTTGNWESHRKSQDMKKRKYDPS
An asterisk follows results filed as active; . = no result given; & = joins results of further samples; ! = repeats disagree.

SMILES	esBAF inh	RAD54 branch	S100A4 MyoIIA	Xi reactivation	E-sel inducer	FN deposit inh	EWS-Fli block	RAD52 anneal inh
COC(=O)C1=CO[C@@H](C)[C@@H]2CN3CC[C@]4(C(=O)Nc5ccccc54)[C@@H]3C[C@H]12	.	-1	-5	0.0	-0.2	-5	-5	-4
O=C(Cc1ccccc1)N1CCCCN2[C@H](CO)[C@@H](c3ccc(-c4ccccc4)cc3)[C@@H]2C1	.	-4	3	-0.1	-0.7	.	.	-7
CCOc1ccc(-c2cc(C)[n+](CCN(CC)CC)c(-c3ccc(OCC)cc3)c2)cc1	.	28	0	-0.1	.	-1	33	15
COc1ccc(-n2nnnc2C(c2cccs2)N2CCC(n3c(=O)[nH]c4ccccc43)CC2)cc1 (stereo not drawn)	3	0	-3	0.0	0.6	.	23	-26
COc1cc(/C=C/[N+](=O)[O-])ccc1O	3	-6	3	0.5	-0.4	14	5	-10
C[C@]12CCC3C(CC[C@H]4C[C@@H](O)CC[C@]34C)C1C/C(=N/O)[C@@H]2O (stereo partly drawn)	-6	-9	5	0.4	0.4	3	2	10
CN1CC2=CC(O)CC3Oc4c(O)ccc(c4[C@]23C)C1 (stereo partly drawn)	-5	-3	-2	.	.	.	-2	-3
CC(Cc1ccccc1)NC(=O)c1ccc(N)cc1 (stereo not drawn)	18	-10	-19	0.0	.	-10	-69	-54
O=C(COC(=O)Cc1ccccc1)Nc1cc(S(=O)(=O)N2CCCCC2)ccc1Cl	.	.	-9	0.1	-1.6	2	-4	-12
COc1cc2ccc(=O)oc2c2ccoc12	-4	4	1	-0.1	0.0	0	6	-18
COC(=O)C1=C(c2ccccc2)C[C@@H]2CC[C@H]1N2C(=O)NC1CC1	-6	-17	4	-0.1	0.3	5	-2	-6
CCCCC(=O)N/N=C/c1c(O)n(-c2cccc3ccccc23)c(=O)[nH]c1=O	.	.	10	0.0	0.0	7	4	1
CC(=O)c1cn(CC(=O)NCCc2c[nH]c3ccccc23)c2ccccc12	9	-2	1	-0.1	.	2	17	0
O=C(Nc1ccc(Br)cc1)N1C[C@H]2C[C@@H](C1)c1cccc(=O)n1C2	-7	4	-1	.	.	.	0	5
COc1ccc(OC)c(N2C(=O)CC(=O)NC2=O)c1	-6	7	-14	0.1	.	-7	.	-64
CN(Cc1ccccc1)C(=O)CN1CCCC1=O	-2	-19	3	0.1	-0.1	2	0	2
COc1ccccc1CNCCc1ccc(F)cc1	14	1	-4	0.1	0.1	5	0	4
Cc1ccc(-n2c(C)cc(/C=C3\C(=O)NC(=O)N(C)C3=O)c2C)cc1C	.	.	3	0.2	-0.3	-4	11	-48
NC(Cc1nc2ccccc2[nH]1)c1ccc(Cl)cc1 (stereo not drawn)	.	-14	-7	0.0	0.0	2	-99	-2
Cc1ccc(Cn2nc(C)c(C=O)c2Cl)cc1	.	.	-2	0.8	-3.7	-19	-8	4
CC(C)(C)c1ccc(C(=O)C2CCCN(C3CCC3)C2)cc1 (stereo not drawn)	-7	2	-11	-0.2	3.7	-6	5	2
O=C(NCC1=C(c2cccc3ccccc23)C[C@@H]2CC[C@H]1N2Cc1ccco1)c1cccnc1	-2	-6	-2	-0.1	0.1	-3	10	-6
CCCCn1c(=O)c(C(=O)Nc2ccccc2F)c(O)c2ccccc21	21	-1	-4	0.1	0.3	5	-40	-7
COc1cccc(C(c2nnnn2-c2ccc3c(c2)OCCO3)N2CCC3(CC2)C(=O)NCN3c2ccccc2)c1OC (stereo not drawn)	2	1	7	-0.1	-0.1	.	-4	-14
COc1ccc(C(c2nnnn2C2CCCC2)N2CCC3(CC2)C(=O)NCN3c2ccccc2)cc1 (stereo not drawn)	-2	-2	-20	0.2	8.2	-2	9	-13
Cn1c(O)c(Cc2cccc(Cl)c2Cl)c(=O)n(C)c1=O	4	4	-3	0.0	.	-12	-1	-15
O=C(Cc1ccccn1)N1CCCCN2[C@@H](CO)[C@@H](c3ccc(-c4ccccc4)cc3)[C@@H]2C1	.	1	4	0.0	-0.2	.	4	-13
O=c1[nH]c(=O)n(CCC2=CCCCC2)c(O)c1/C=N/Nc1cccc2ccccc12	.	.	-8	-0.1	6.8	-17	3	-118
Cc1ccccc1N1CCN(C2CCCN(C(=O)Cc3c(C)noc3C)C2)CC1 (stereo not drawn)	-3	7	-10	0.1	-0.7	.	1	-15
Cc1cc(C)c(S(=O)(=O)NCC2CCC(C(=O)N3CCC4(CC3)OCCO4)CC2)c(C)c1 (stereo not drawn)	4	-3	0	.	.	.	3	-4
Cc1cccc(-n2c(-c3ccc([N+](=O)[O-])cc3)nc3ccccc3c2=O)c1	-10	.	-5	0.0	-0.3	0	-5	-24
O=C1NS(=O)c2cc([N+](=O)[O-])cc([N+](=O)[O-])c21 (stereo not drawn)	12	5	-2	0.0	-3.1	-5	-15	-18
CCOC(=O)c1c(/N=C/C2C(=O)NC(=O)NC2=O)sc2c1CCC2	5	6	-1	0.0	.	-6	12	-48
Cn1c(O)c(/C=N/N2CCCCC2)c(=O)[nH]c1=O	.	.	-13	0.3	-2.1	0	26	-18
Cc1ccc(/C=C2/C(=O)NC(=O)N(CC3CCCO3)C2=O)s1 (stereo not drawn)	.	.	58	0.2	0.2	-5	0	-67
CN1CC[C@@]2(C)c3cc(O)ccc3N(C)[C@@H]12	1&-10	3&-2	37&41	0.1&0.0	1.1&-0.1	4&0	4&-9	69*!
Oc1ccccc1-[n+]1c(-c2ccccc2)cc(-c2ccccc2)c(O)c1-c1ccccc1	20	2	2	0.9	.	4	-10	-24
Clc1cccc(N2Cc3cc(-c4ccccc4)ccc3-n3nncc3C2)c1	-56	-2	-4	1.0	-0.1	7	11	-9
COC(=O)C1=C(c2ccc(F)cc2OCc2ccccc2)C[C@@H]2CC[C@H]1N2C(=O)N1CCC(O)(c2ccc(Cl)cc2)CC1	4	2	-4	-0.6	-0.1	2	7	-6
C=C[C@@H]1C2=CCOC(=O)C2=CO[C@H]1O[C@@H]1O[C@H](CO)[C@@H](O)[C@H](O)[C@H]1O	-3	-6	-3	0.6	-0.1	0	0	-12
Cc1cccc(CCNCc2cc3ccc(C)cc3[nH]c2=O)c1	2	-16	-8	0.4	0.0	1	9	-33
COC(=O)C1=C(c2ccc(F)cc2F)C[C@@H]2CC[C@H]1N2C(=O)NCc1ccco1	0	6	0	0.0	-0.2	-25	-3	-28
O=C(COc1ccccc1Cl)N1CCCC(N2CCN(c3ccc(F)cc3)CC2)C1 (stereo not drawn)	-10	-1	-3	0.2	.	2	.	1
CCCCCn1c(=O)c(C(=O)NC(C)c2ccccc2)c(O)c2ccccc21 (stereo not drawn)	6	5	-1	-0.1	0.4	7	7	-21
COC(=O)C1=C(c2cccc(OCc3ccccc3)c2)C[C@@H]2CC[C@H]1N2C(=O)NCCOc1ccccc1Cl	5	6	0	0.0	0.3	0	1	-4
Cn1c(O)c(C(=N)COc2cccc(Cl)c2)c(=O)n(C)c1=O	2	-4	2	.	.	-2	.	-5
CCN(CC)C(=O)Oc1ccc(NC(=O)N2CCOCC2)cc1	-15	1	-6	0.0	.	0	11	-10
O=C(Cc1ccccn1)N1CCCCN2[C@H](C1)[C@@H](c1ccc(Br)cc1)[C@@H]2CO	2	-6	-10	0.1	0.1	.	-13	-9
C=CCn1c(O)c(C(CC)=Nc2cccc(C(=O)O)c2)c(=O)[nH]c1=O	.	.	4	.	13	9	2	-17
CN(C)C(Cc1ccccc1)C(=O)c1ccc(-c2ccccc2)cc1 (stereo not drawn)	18	-11	-4	.	.	.	15	-57
CN(C)C1(CNC(=O)c2ccc(NS(=O)(=O)c3ccc(Cl)c(Cl)c3)cc2)CCCCC1	-5	4	0	0.0	-0.7	0	1	13
Cc1ccc(-n2c(O)c(C=Nc3ccc(S(N)(=O)=O)cc3)c(=O)[nH]c2=O)cc1	1	8	-5	0.0	.	11	0	-81
Cc1c(CC(=O)N2C[C@H]3C[C@@H](C2)c2cccc(=O)n2C3)c(=O)oc2c(C)c(O)ccc12	4	8	0	.	.	.	-4	-16
COC(=O)C1=C(c2cccc(OC)c2OC)C[C@@H]2CC[C@H]1N2C(=O)NC(C)C	5	17	-3	0.0	0.8	-2	-11	-14
Cc1cc(O)c2c(c1)OC(C)(C)C1=C2CC(C)CC1 (stereo not drawn)	-1	-3	6	-0.1	.	-5	16	-8
CCCOC(=O)c1ccc(-[n+]2c(-c3ccccc3)cc(-c3ccccc3)cc2-c2ccccc2)cc1	-34	9	-4	0.7	-0.1	6	74*	5
CC(=NCC1CCCO1)c1c(O)n(-c2ccccc2C)c(=O)[nH]c1=O (stereo not drawn)	.	.	2	0.0	.	-7	7	-8
CCNC(=S)N1CCn2cccc2C1c1cccnc1 (stereo not drawn)	.	.	-7	0.0	.	.	-3	-16
COC(=O)C1=C(c2ccc(F)cc2OCc2ccccc2)C[C@@H]2CC[C@H]1N2C(=O)NCCCOC(C)C	-5	4	1	0.0	-0.1	21	5	-11
Cc1cc(C)c(N=Cc2c(O)[nH]c(=O)[nH]c2=O)c(C)c1	-2	-11	2	0.0	0.0	5	5	-21

Brought forward from above: three compounds; new compounds follow.
SMILES	esBAF inh	RAD54 branch	S100A4 MyoIIA	Xi reactivation	E-sel inducer	FN deposit inh	EWS-Fli block	RAD52 anneal inh
CCNC(=S)N1CCn2cccc2C1c1cccnc1 (stereo not drawn)	.	.	-7	0.0	.	.	-3	-16
COC(=O)C1=C(c2ccc(F)cc2OCc2ccccc2)C[C@@H]2CC[C@H]1N2C(=O)NCCCOC(C)C	-5	4	1	0.0	-0.1	21	5	-11
Cc1cc(C)c(N=Cc2c(O)[nH]c(=O)[nH]c2=O)c(C)c1	-2	-11	2	0.0	0.0	5	5	-21
COc1ccc(CCNCc2ccccc2)cc1	3	-5	-3	0.0	-0.2	-1	2	-12
COC(=O)CCCCC1SCC(NC(=O)c2ccccc2)C1Cl (stereo not drawn)	-2	0	-2	0.0	.	-1	5	-35
CN1C(=O)C(C2CCCCC2)C(=O)N(C)C1=O	.	.	-2	-0.1	0.1	.	-10	-2
O=C1NC(=O)C(=Cc2ccc(Sc3ccccc3)o2)C(=O)N1	.	4	-6	0.0	2.8	-8	3	-23
CN1CCc2nc3sc(C#N)c(N)c3c(-c3cccs3)c2C1	-1	6	6	.	.	.	-5	-12
CC(C)(C)C(=O)OC[N+](C)(C)CCOC(=O)C(O)(c1ccccc1)C1CCCC1 (stereo not drawn)	.	.	1	0.3	-2.8	-4	-7	-4

Of the compounds above, two contain a tert-butyl group.
SMILES	esBAF inh	RAD54 branch	S100A4 MyoIIA	Xi reactivation	E-sel inducer	FN deposit inh	EWS-Fli block	RAD52 anneal inh
CC(C)(C)c1ccc(C(=O)C2CCCN(C3CCC3)C2)cc1 (stereo not drawn)	-7	2	-11	-0.2	3.7	-6	5	2
CC(C)(C)C(=O)OC[N+](C)(C)CCOC(=O)C(O)(c1ccccc1)C1CCCC1 (stereo not drawn)	.	.	1	0.3	-2.8	-4	-7	-4

This is a subset; rates above refer to the full screens.
